# High-throughput results (PubChem BioAssay)
# CHRM5 antagonist – human M5 muscarinic receptor antagonists, primary screen, CHO cells, Fluo-8 calcium fluorescence | CHO-hM5 cells, ACh EC80 | inhibition, % at 3 µM | 0.59% of 360,000 active | AID 624040, 2012;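 active means inhibition above a per-plate cutoff, the mean of that plate's test compounds plus 3 SD, cut at about 27% in these data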;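 further: 0% = acetylcholine EC80 with DMSO and 100% = DMSO without agonist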
# CHRM1 agonist – human M1 muscarinic receptor agonists, primary screen, Fluo-8 calcium fluorescence, CHO-K1 cells, HTS; Muscarinic acetylcholine receptor M1 (Homo sapiens), P11229; CHO-K1 hM1, agonist mode; 0% DMSO, 100% acetylcholine EC100; activation, % at 3 µM; 0.33% of 360,000 active;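 active means activation above the run's mean compound activation plus 3 SD, cut at about 16% in these data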;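 further: peak over basal fluorescence ratio within a 140 s kinetic read after compound addition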
# Target sequence (P11229 whole entry, looked up): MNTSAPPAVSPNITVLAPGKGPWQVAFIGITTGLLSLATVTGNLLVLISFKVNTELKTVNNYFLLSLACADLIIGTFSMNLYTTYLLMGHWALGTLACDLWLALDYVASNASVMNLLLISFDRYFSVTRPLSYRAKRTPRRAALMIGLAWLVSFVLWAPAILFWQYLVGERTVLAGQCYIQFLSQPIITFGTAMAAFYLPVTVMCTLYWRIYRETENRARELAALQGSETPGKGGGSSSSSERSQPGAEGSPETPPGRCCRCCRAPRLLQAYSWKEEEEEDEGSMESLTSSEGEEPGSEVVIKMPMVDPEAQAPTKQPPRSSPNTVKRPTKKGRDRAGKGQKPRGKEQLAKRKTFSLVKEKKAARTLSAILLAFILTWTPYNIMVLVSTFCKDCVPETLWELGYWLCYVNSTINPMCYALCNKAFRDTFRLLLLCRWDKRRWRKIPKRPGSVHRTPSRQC
# M1 antag – human M1 muscarinic receptor antagonists, primary screen, CHO-K1 cells, Fluo-8 calcium fluorescence, 1536-well | CHO-K1 hM1, ACh EC80 antagonist | inhibition, % at 3 µM | 1.3% of 360,000 active | AID 588852, 2011;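 active means percent inhibition above its own plate's cutoff, namely the mean of that plate's compound wells plus 3 SD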;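 further: peak over basal fluorescence ratio during 140 s after agonist addition; 0% = ACh EC80 plus DMSO and 100% = DMSO alone without agonist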
# CHRM4 agonist – human M4 muscarinic receptor agonists, primary screen, CHO-K1 cells, Fluo-8 calcium fluorescence. CHO-K1 hM4/Gqi5; vehicle 0%, full acetylcholine response 100%. activation, % at 3 µM. Muscarinic acetylcholine receptor M4 (Homo sapiens), P08173. 0.14% of 360,000 active. AID 624127, 2012;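 active means activation above the run mean over all test wells plus 3 SD, cut at about 32% in these data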;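 further: peak over basal fluorescence ratio per well then scaled between controls; 0% = DMSO wells and 100% = acetylcholine at EC100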
# Target sequence (P08173 whole entry, looked up): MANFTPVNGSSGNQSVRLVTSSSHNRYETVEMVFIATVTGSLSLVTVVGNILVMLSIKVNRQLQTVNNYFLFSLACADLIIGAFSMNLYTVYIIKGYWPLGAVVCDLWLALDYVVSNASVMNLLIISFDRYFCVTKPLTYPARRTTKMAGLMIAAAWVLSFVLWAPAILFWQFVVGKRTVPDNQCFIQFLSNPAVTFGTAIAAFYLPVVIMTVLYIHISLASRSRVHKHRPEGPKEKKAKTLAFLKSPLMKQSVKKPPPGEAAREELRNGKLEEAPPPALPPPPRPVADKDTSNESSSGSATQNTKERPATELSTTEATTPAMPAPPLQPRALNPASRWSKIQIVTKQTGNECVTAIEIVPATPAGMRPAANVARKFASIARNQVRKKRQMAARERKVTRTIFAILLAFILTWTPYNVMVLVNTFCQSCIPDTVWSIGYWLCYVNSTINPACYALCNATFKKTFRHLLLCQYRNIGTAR
# M1 PAM – human M1 muscarinic receptor positive allosteric modulators, primary screen, CHO-K1 cells, Fluo-8 calcium fluorescence, 1536-well. Muscarinic acetylcholine receptor M1 (Homo sapiens), P11229. 0.088% of 360,000 active. CHO-K1 hM1, ACh EC20; 0% = ACh EC20, 100% = maximal ACh. activation, % at 3 µM; in the data active means activation above about 19%, passing the limit was not always enough
# TAAR1 agonist – human TAAR1 agonists, primary screen, Fluo-8 calcium fluorescence, CHO RD-HGA16 cells; Trace amine-associated receptor 1 (Homo sapiens), Q96RJ0; vehicle wells 0%, saturating PEA agonist 100%; activation, % at 3 µM; 0.99% of 360,000 active; AID 624467, 2012;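 active means activation above the mean activation of all test compounds in the run plus 3 SD, cut at about 38% in these data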
#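 Repeats: no replicates (n 1) | Material: CHO-derived RD-HGA16 cells with stable Gα16 and human TAAR1 | Technique: Kinetic Fluo-8 calcium fluorescence | Schedule: 17-24 h seeding, 75 min 37 °C dye, 30 min RT | Evaluation: % activation from peak over basal fluorescence ratio, DMSO-to-PEA scaled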
# CHRM5 agonist – human M5 muscarinic receptor agonists, primary screen, CHO-K1 cells, Fluo-8 calcium fluorescence. 0.19% of 360,000 active. activation, % at 3 µM. CHO-K1 hM5 cells; 0% DMSO wells, 100% maximal acetylcholine response;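 active means activation above the run's mean over test compounds plus 3 SD, cut at about 23% in these data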;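 further: signal is peak over basal fluorescence ratio across the kinetic read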
# M4 antag – human M4 muscarinic receptor antagonists, primary screen, CHO cells, Fluo-8 calcium fluorescence; inhibition, % at 3 µM; Muscarinic acetylcholine receptor M4 (Homo sapiens), P08173; CHO-hM4 cells, ACh EC80; AID 624125, 2012; 0.73% of 360,000 active;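 active means inhibition above its plate's cutoff, the mean inhibition of sample wells plus 3 SD, cut at about 27% in these data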;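 further: 0% = acetylcholine EC80 with DMSO and 100% = DMSO without agonist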
# M5 PAM – human M5 muscarinic receptor positive allosteric modulators, primary screen, CHO-K1 cells, Fluo-8 calcium fluorescence | CHO-K1 hM5, ACh EC20 PAM; 0% = ACh EC20, 100% = ACh EC100 | Muscarinic acetylcholine receptor M5 (Homo sapiens), P08912 | 0.3% of 360,000 active | activation, % at 3 µM;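 active means activation above the run cutoff, the mean activation of all test compounds plus 3 SD, cut at about 18% in these data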
#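 system = human M5 receptor in CHO-K1 cells | compound = one concentration, 3 µM final (nominal) | schedule = Post-acetylcholine fluorescence recording 140 s | signal = Fluo-8 calcium dye fluorescence, kinetic read | benchmarks = low control EC20 acetylcholine (0%), high control EC100 acetylcholine (100%) | repeats = singlicate, one well per test compound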
# Starred values were filed as active, the others as inactive; x = no result given. Some of the compounds tested; rates above refer to the full screens.
SMILES,CHRM5 antagonist,CHRM1 agonist,M1 antag,CHRM4 agonist,M1 PAM,TAAR1 agonist,CHRM5 agonist,M4 antag,M5 PAM
O=C(CSc1nc2ccc(F)cc2c(=O)n1-c1ccccc1)Nc1ccc2c(c1)CCC2,7,-4,0,1,-1,6,1,0,-4
Fc1ccc(N2N=C(c3cccs3)CC2c2ccccc2)cc1 (stereo unspecified),-4,-6,-3,0,10,5,3,-19,-4
CC1CCN(S(=O)(=O)c2ccc3ncn(CC(=O)N(C)Cc4ccccc4)c(=O)c3c2)CC1,-13,-3,-37,2,7,3,-2,-4,11
Cc1cc2cc(CNC(=O)c3cccc([N+](=O)[O-])c3)ccc2n1C,6,-7,-6,4,3,0,-1,2,-9
COc1ccc(NC(=O)N2CCN(c3cccc(C(F)(F)F)c3)CC2)cc1,2,1,13,8,-2,89*,-6,1,-5
CCOC(=O)c1ccc(NC(=O)c2ccc3c(c2)C(=O)N(Cc2cccnc2)C3=O)cc1,1,2,-3,2,-7,7,-2,1,2
N#Cc1cccc(S(=O)(=O)NCC(=O)OCC(=O)c2ccc[nH]2)c1,-7,-5,-3,2,8,2,4,-1,12
COc1cccc(C2C=C(c3ccc(OC)cc3OC)Nc3nnnn32)c1 (stereo unspecified),7,-2,-10,1,7,x,-8,-3,-4
CCC1CCc2c(sc(NC(=O)C3CC=CCC3C(=O)O)c2C#N)C1 (stereo unspecified),10,-8,5,-1,0,-1,-5,3,-2
Cc1ccc(NC(=O)CNC2CCCCC2)cc1Cl,-5,0,-22,3,19,3,4,-8,6
O=C(Nc1ccc(F)cc1F)c1cc(-c2ccco2)nc2ccccc12,6,-3,8,6,-8,5,0,2,-3
CSCCC(NC(=O)c1ccoc1C)C(=O)O (stereo unspecified),0,-7,3,1,0,7,0,4,3
O=C(NNC1=NCCCCC1)Nc1ccc(Cl)cc1,8,-4,-4,3,2,5,0,1,-4
CCc1ccc(-n2c(=S)sc3c(=O)n(-c4ccccc4OC)c(=S)[nH]c32)cc1,0,-8,-8,1,9,1,-6,-5,11
COc1ccc(C(=O)C(C)Sc2nnc(C3CC3)n2C2CC2)cc1 (stereo unspecified),18,-2,-6,0,-1,9,3,-8,-14
CCc1ccc(NC(=O)CSC2=C(C#N)C(c3ccco3)C3=C(CCCC3=O)N2)cc1 (stereo unspecified),-7,-3,-14,2,1,10,-4,-14,3
N#C/C(=N/Nc1ccc(OC(F)(F)F)cc1)C(N)=S,22,7,15,13,-4,2,10,-7,-22
CN(C)CCCC1(O)c2ccccc2C=Cc2ccccc21,24,-5,73*,1,-22,5,-6,17,-23
CCOC(=O)c1cnc(SCC(=O)NNC(=O)c2ccco2)nc1N,12,-4,-4,1,6,3,-3,3,-1
CC1(C(=O)Nc2cccc(Oc3ccccc3)c2)CCN1Cc1ccccc1OC(F)F (stereo unspecified),-1,-4,1,1,-10,1,-1,9,-6
CSc1oc(-c2cccs2)nc1S(=O)(=O)c1ccccc1,3,-8,0,0,1,2,-14,-6,4
Cc1ccc(C(=O)N2CCC(C)CC2)cc1NC1=NC2CS(=O)(=O)CC2S1 (stereo unspecified),3,-3,-2,0,3,1,0,-4,-4
COc1cc2c(OC)cccc2cc1C(=O)O,-8,0,-6,3,8,-2,1,-5,6
C=CCn1c(=NC(=O)c2ccc(S(=O)(=O)N3CCCc4ccccc43)cc2)sc2cc(S(N)(=O)=O)ccc21,-6,-5,-1,2,1,1,2,2,4

# Reprinted from the part before: two compounds, then new ones.
SMILES,CHRM5 antagonist,CHRM1 agonist,M1 antag,CHRM4 agonist,M1 PAM,TAAR1 agonist,CHRM5 agonist,M4 antag,M5 PAM
COc1cc2c(OC)cccc2cc1C(=O)O,-8,0,-6,3,8,-2,1,-5,6
C=CCn1c(=NC(=O)c2ccc(S(=O)(=O)N3CCCc4ccccc43)cc2)sc2cc(S(N)(=O)=O)ccc21,-6,-5,-1,2,1,1,2,2,4
CCc1ccc(N2CC(C(=O)N/N=C/c3ccccc3)CC2=O)cc1 (stereo unspecified),-7,-5,-8,-1,3,0,-2,-3,-6
CCC(NC(=O)C1CCCC1)c1ccc(C)cc1 (stereo unspecified),2,-7,-8,1,6,3,0,-7,7
Cc1cc(C)n(CC(O)COc2ccccc2)n1 (stereo unspecified),2,-6,5,0,1,14,0,-13,1
COc1ccc(OC)c(NC(=O)C(CC(=O)O)NCc2ccco2)c1 (stereo unspecified),7,-3,-9,0,7,1,-4,-2,3
COc1cccc(CC(=O)Nn2c(C)nc3ccccc3c2=O)c1,-5,-5,-11,0,10,0,0,2,3
COc1cc(/C=C2\SC(=Nc3cccnc3)NC2=O)cc(OC)c1OC,-1,-1,-18,2,10,0,1,-9,-12
COc1cc(/C=N/NC(=O)c2cc(C3CC3)[nH]n2)cc(OC)c1OC,8,-2,6,2,-6,8,-2,6,-2
CCOC(=O)c1c(-c2ccccc2)csc1NC(=O)c1cc(-c2ccccc2OC)on1,3,0,-6,1,3,0,3,10,1
Cc1cccc(OCC(=O)Nc2ccccc2C(F)(F)F)c1,1,-7,3,-1,-2,0,-2,-1,7
CC(C)(C)C1CCN2CCCC(c3ccccc3)(C1)C2=O (stereo unspecified),-7,x,x,-2,x,-2,0,-11,1
CCN1C(=O)[C@@H]2[C@@H](c3ccc(-c4ccc(OC)cc4)cc3)N3CCCC[C@@]3(C(=O)OC)[C@@H]2C1=O,13,-2,11,3,-3,14,0,15,-10
O=[N+]([O-])c1cccc2nc3ccccc3c(NCCCn3ccnc3[N+](=O)[O-])c12,6,-1,5,4,-7,7,1,9,-3

# Nothing new here: entries from further up.
SMILES,CHRM5 antagonist,CHRM1 agonist,M1 antag,CHRM4 agonist,M1 PAM,TAAR1 agonist,CHRM5 agonist,M4 antag,M5 PAM
CC(C)(C)C1CCN2CCCC(c3ccccc3)(C1)C2=O (stereo unspecified),-7,x,x,-2,x,-2,0,-11,1
CCN1C(=O)[C@@H]2[C@@H](c3ccc(-c4ccc(OC)cc4)cc3)N3CCCC[C@@]3(C(=O)OC)[C@@H]2C1=O,13,-2,11,3,-3,14,0,15,-10
O=[N+]([O-])c1cccc2nc3ccccc3c(NCCCn3ccnc3[N+](=O)[O-])c12,6,-1,5,4,-7,7,1,9,-3

# Remaining list, next part.
SMILES,CHRM5 antagonist,CHRM1 agonist,M1 antag,CHRM4 agonist,M1 PAM,TAAR1 agonist,CHRM5 agonist,M4 antag,M5 PAM
O=C(CCC(=O)N1CCN(S(=O)(=O)c2ccc(Cl)cc2)CC1)Nc1ccc2ccccc2c1,11,-4,3,16,1,12,-5,5,-11
CCc1nnc(NC(=O)CN2CCN(CC)CC2)s1,16,-6,-15,0,9,0,-2,1,-4
O=[N+]([O-])c1nccn1CC(O)CO (stereo unspecified),-8,x,x,0,x,1,4,-1,2
COc1ccc(Cn2c(-c3ccc(OC)c(O)c3)nc3ccccc32)cc1O,-2,1,-2,6,7,4,-1,-5,-7
CCn1c(SCc2ccc([N+](=O)[O-])cc2)nnc1C(C)NC(=O)c1ccc(C)cc1 (stereo unspecified),-1,-8,-13,1,13,2,-4,-1,-1
CC(=O)Nc1ccc(S(=O)(=O)C(C#N)c2nc3ccccc3nc2NCCO)cc1 (stereo unspecified),0,-6,-30,0,5,0,1,3,7
Cc1ccc(S(=O)(=O)Oc2ccc(/C=C(/NC(=O)c3ccccc3)C(=O)NCC(=O)O)cc2)cc1,-2,-5,6,1,0,5,1,-2,4
O=C(Nc1ccc(Cl)cn1)C1COc2ccccc2O1 (stereo unspecified),-16,-15,-4,0,1,8,-4,-17,12
CCOc1ccccc1NC(=O)NC1(C(=O)NCC2CCCO2)CCCCC1 (stereo unspecified),0,-6,-19,1,12,0,-4,-1,7
CC(C)(C)n1nc2c(c1NC(=O)c1ccccc1F)CS(=O)C2 (stereo unspecified),0,-1,-14,2,9,1,-1,-9,4
COc1ccc(NC(=O)NNC(=O)CCc2ccc(O)c(O)c2)cc1OC,-10,-1,-5,1,3,3,-2,-3,5
CC1Oc2ccccc2C=C1/C=C1/SC(N2CCOCC2)=NC1=O (stereo unspecified),-4,0,3,0,1,4,2,-4,3
COc1ccc(N2C(=O)c3ccccc3NC(=O)C2C(=O)NCCc2ccccc2F)cc1 (stereo unspecified),16,x,x,4,x,17,1,-13,-11
O=C(COC(=O)c1ccc(Cl)s1)c1ccc[nH]1,0,-2,6,2,2,1,-7,-4,-1
CCCCN1CN(S(=O)(=O)c2ccc(OC)cc2)c2nc3ccccc3nc21,-12,-4,-5,1,2,2,-4,-4,4
CC(=O)N1CCN(S(=O)(=O)c2cccc(C(=O)N(C)Cc3ccc(C)o3)c2)CC1,-3,-4,-6,1,4,0,1,7,8
CCOc1ccc(OCC)c2sc(C)nc12,-1,-4,1,-1,1,-1,1,1,-3
CCCCCCCCCSc1n[nH]c(N)n1,-6,-2,-3,2,6,-1,-3,2,13
COC(=O)c1ccc(Sc2ccccc2NS(=O)(=O)c2ccc(C)cc2)nc1,3,-2,-5,0,2,0,-11,6,3
Cc1ccc(N2CC(C(=O)NCCN3CCOCC3)CC2=O)cc1C (stereo unspecified),7,-5,-6,1,0,1,-1,3,-2
CS(=O)(=O)n1nc(OC(=O)c2cccs2)cc1N,8,-5,5,1,-1,11,2,10,10
Cc1ccc(COc2ccccc2-c2cc(C(=O)N/N=C/c3cccnc3)[nH]n2)cc1,1,-4,1,5,0,14,-5,-4,-5
CCOC(=O)c1c(C)[nH]c(C)c1S(=O)(=O)NCc1cc(C)ccc1C,10,-4,-8,2,5,1,-6,1,-2
Cc1ccc(NC(=O)CSc2ncnc3ccccc23)cc1S(=O)(=O)N1CCOCC1,13,2,-2,10,-11,10,5,-3,-12
COc1ccc(N2C(=O)C3C(C2=O)C(C(=O)c2ccc(Cl)cc2)N2CCCC32)cc1 (stereo unspecified),4,1,-9,3,6,10,7,0,-2
COc1ccc(-c2cc(C)no2)cc1S(=O)(=O)NCCCN1CCN(c2ccccc2)CC1,10,-1,-3,9,7,3,-3,-17,-8
Cc1onc(-c2ccccc2)c1C(=O)N(Cc1ccccc1)C(C)C,-7,-9,-10,2,6,-4,-5,-9,3
CCN1CCN(c2sc(S(C)(=O)=O)nc2S(=O)(=O)c2ccc(C)cc2)CC1,-4,-6,-8,4,2,4,-8,2,-4
CC(C)COc1ccc(C(=O)N(CC(=O)Nc2ccccc2C(F)(F)F)Cc2ccco2)cc1,-2,-3,9,5,-11,4,4,-14,-5
N=c1sccn1CC(=O)Nc1cc(S(=O)(=O)N2CCCC2)ccc1Cl,-7,-9,4,1,-2,0,-17,-2,17
C=CCn1c(=O)c2ccccc2n2c(SCC(=O)NCC)nnc12,7,-4,-8,1,0,2,-1,-3,-8
